Assay outcomes: PubChem, National Center for Advancing Translational Sciences (NCATS)
DT40 TDP1 no CPT = qHTS for Inhibitors of human tyrosyl-DNA phosphodiesterase 1 (TDP1): qHTS in cells in absence of CPT. DT40 Tdp1-/- hTDP1 cells, no CPT, ATP luminescence, 48 h. Potency, µM (highest dose often 46.2 µM), inactives show top-dose activity change, negative = growth inhibition, hits mostly inhibitors. 420,000 tested, 15% active; also: nearly all actives have a fitted effect of over 55% in size
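Seeded 400 DT40-hTDP1 cells/well (vehicle DMSO, no 20 nM CPT); pinned compounds; ≥48 hr at 37 °C; CellTiter-Glo luminescence as viability measure.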
KAT2A inh = qHTS Assay for Inhibitors of GCN5L2; Histone acetyltransferase KAT2A (Homo sapiens), Q92830; GCN5L2 HAT assay, ThioGlo1 CoA-SH fluorescence; Potency, µM (top dose mostly 58.9 µM), without a hit: at the top dose activity change, negative = inhibition, most hits filed as inhibitors; 390,000 tested, 0.21% active; AID 504327, 2011
Target sequence (Q92830 whole entry, looked up): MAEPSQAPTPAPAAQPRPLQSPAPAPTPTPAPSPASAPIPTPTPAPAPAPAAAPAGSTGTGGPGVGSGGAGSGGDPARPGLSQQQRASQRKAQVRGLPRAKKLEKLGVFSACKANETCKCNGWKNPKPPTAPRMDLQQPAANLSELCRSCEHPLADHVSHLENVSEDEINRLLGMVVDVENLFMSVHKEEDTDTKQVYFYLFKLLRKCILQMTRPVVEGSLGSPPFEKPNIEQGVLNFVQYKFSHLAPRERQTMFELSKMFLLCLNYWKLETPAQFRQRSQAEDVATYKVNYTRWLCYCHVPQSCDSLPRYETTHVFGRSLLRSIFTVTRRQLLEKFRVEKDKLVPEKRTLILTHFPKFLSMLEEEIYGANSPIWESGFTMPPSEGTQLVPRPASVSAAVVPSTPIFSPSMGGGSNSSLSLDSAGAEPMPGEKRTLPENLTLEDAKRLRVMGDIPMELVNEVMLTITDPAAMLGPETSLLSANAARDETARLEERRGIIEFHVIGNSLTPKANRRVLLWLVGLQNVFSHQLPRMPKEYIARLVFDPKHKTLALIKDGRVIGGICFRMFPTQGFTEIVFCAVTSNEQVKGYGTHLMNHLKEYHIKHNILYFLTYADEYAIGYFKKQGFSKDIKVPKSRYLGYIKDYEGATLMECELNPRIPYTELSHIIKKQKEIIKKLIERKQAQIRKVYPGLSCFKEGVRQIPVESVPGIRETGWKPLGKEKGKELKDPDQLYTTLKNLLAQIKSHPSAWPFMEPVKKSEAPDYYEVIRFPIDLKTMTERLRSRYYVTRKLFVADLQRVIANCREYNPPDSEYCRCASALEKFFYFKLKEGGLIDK
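Enzyme at 20nM final was mixed with library compounds for 15 min at room temperature. Peptide H3(1-25) at 75uM, acetyl-CoA at 70uM and ThioGlo1 at 50uM were then added. Plates were read immediately and after 20 min (Ex340nm/Em540nm).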
TDP1 cell CPT = qHTS for Inhibitors of human tyrosyl-DNA phosphodiesterase 1 (TDP1): qHTS in cells in presence of CPT; chicken DT40 Tdp1-/-;hTDP1 cells + 20 nM CPT, ATP luminescence, 48 h; Potency, µM (titrated, usually from 46.2 µM), for inactives: top-dose activity change, negative = growth inhibition, usual class: inhibitors; 420,000 tested, 12% active; AID 686979, 2013; also: nearly all actives have a fitted effect of over 55% in size
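Chicken DT40 Tdp1-/- cells complemented with human TDP1, 400 cells/well, exposed to compounds plus 20 nM camptothecin for at least 48 h at 37 C; viability read as ATP content by CellTiter-Glo luminescence.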
An asterisk follows results filed as active; ? = inconclusive; . = no result given; & = joins results of further samples; ! = not confirmed by another sample; [ ] = dose if it differs, or a comment. Calls follow the shape of the dose curve; as a rule, active = well fitted curve in the direction sought with a large enough effect; inconclusive = small, poorly fitted or top-dose-only effect, or another doubt; inactive = no such curve, though single readings can be large; an effect the other way counts as inactive or inconclusive. % is scaled to controls: 0 for no effect and ±100 for the full control effect; potency is read from the fitted curve at half-maximal effect. These rows are one share of the data (hit frequency here may not be typical).

Results follow in this order: DT40 TDP1 no CPT	KAT2A inh	TDP1 cell CPT
- COC1=C(C)C(=O)c2c(c(COC(N)=O)c3n2C[C@@H]2[C@@H]3N2C)C1=O (stereo partly drawn)
    0.025µM*	.	0.1µM*
- Cc1ccc(C)c(CN2C(=O)c3ccccc3Sc3ccc(C(=O)N4CCC5(CC4)OCCO5)cc32)c1
    21µM*	-2%	?
- CCN1CCN(Cc2cc(OC)c(OC)cc2[N+](=O)[O-])CC1
    -9%	1%	-6%
- CN(CCOc1ccc(C=C2C(=O)NC(=O)NC2=O)cc1)c1ccccn1
    -21%	-14%	-5%
- CC(NC(=O)CNC(=S)N(Cc1ccccc1)Cc1cccnc1)c1ccccc1 (stereo not drawn)
    ?	-5%	?
- CCOC(=O)c1cc2c(cn1)[nH]c1ccccc12
    18µM*!	-5%	?
- CCOC(=O)C(O)(c1ccc(N(CC)S(=O)(=O)c2ccc(C)cc2)cc1)C(F)(F)F (stereo not drawn)
    ?	-8%	-28%
- CN(C)C(=O)Oc1cccc(NC(=O)N2CCOCC2)c1
    -3%	-2%	-19%
- O=[N+]([O-])c1cc([N+](=O)[O-])c2ccccc2c1
    ?	.	-29%[92.5 µM]
- COC(=O)C1=C(c2ccccc2OCc2ccccc2)C[C@@H]2CC[C@H]1N2C(=O)NCCCOC(C)C
    ?	-1%	16µM*
- COc1ccc(N=Cc2c(O)n(C)c(=O)n(C)c2=O)cc1
    16%	-6%	10%
- CNC(C)Cc1ccc2c(c1)OCO2 (stereo not drawn)
    -14%[92.5 µM]	.	-26%[92.5 µM]
- COP(=O)(OC)C1(O)C(=O)Nc2ccc(Br)cc21 (stereo not drawn)
    ?	3%	16µM*
- COc1ccccc1N1CCN(C(=O)c2cc3c(-c4ccccc4F)nn(C)c3s2)CC1
    6.5µM*	-5%	?
- CCC1(C)CN(S(=O)(=O)OCC(Cl)(Cl)Cl)C(=O)N1 (stereo not drawn)
    1%	3%	2%
- CCC1CN1P(=S)(N1CC1CC)N1CC1CC (stereo not drawn)
    ?	.	?
- O=C(Cc1cccs1)N1Cc2ccccc2-n2nncc2C1
    ?	.	-15%
- NP(=O)(OCCCc1ccccc1)Oc1ccccc1 (stereo not drawn)
    -20%	-3%	-18%
- CCN1CCN(C(c2cccs2)C(C)NC(=O)Oc2ccccc2)CC1 (stereo not drawn)
    -13%	-12%	-18%
- CCOc1ccccc1Oc1coc2cc(OC(=O)N(C)C)ccc2c1=O
    ?	0%	?
- O=C1NC(=O)C(=Cc2csc3ccccc23)C(=O)N1
    18µM*	-8%	16µM*
- O=C1CCN(C(=O)CCCn2c(=O)oc3ccccc32)CC1
    -5%	-5%	20%
- O=c1[nH]c(=O)n(-c2ccccc2)c(O)c1/C=C1/C(c2ccccc2)=Nc2ccccc21
    2.3µM*	-2%	2.1µM*
- Cc1nc2cc(F)ccc2n1C1CCN(Cc2nnnn2CCc2ccccc2)CC1
    ?	-12%	16µM*
- COc1cc2c(cc1-c1cc3cc4ccoc4cc3oc1=O)OCO2
    -3%	-27%	-5%
- Cc1nnc2n1-c1sc(CCc3ccc(CC(C)C)cc3)cc1C(c1ccccc1Cl)=NC2C (stereo not drawn)
    12µM*	.	?
- CCn1c(N)c(C(=O)NC)sc1=S
    16µM*	-23%	18µM*
- Cc1ccc(N2C(=O)NC(=O)/C(=C\c3ccc(N4CCOCC4)cc3)C2=O)cc1
    ?	0%	?
- CCOC(=O)c1c(C)n(CC(O)CN2CCOCC2)c2cc(Br)c(OC)cc12 (stereo not drawn)
    ?	-16%	15%
- CS(=O)(=O)N1CCN(C(=N)N[N+](=O)[O-])CC1
    ?	-13%	?

Some of these compounds in order of count of non-hydrogen atoms, descending:
Results follow in this order: DT40 TDP1 no CPT	KAT2A inh	TDP1 cell CPT
- COC(=O)C1=C(c2ccccc2OCc2ccccc2)C[C@@H]2CC[C@H]1N2C(=O)NCCCOC(C)C
    ?	-1%	16µM*
- CCN1CCN(C(c2cccs2)C(C)NC(=O)Oc2ccccc2)CC1 (stereo not drawn)
    -13%	-12%	-18%
- COC1=C(C)C(=O)c2c(c(COC(N)=O)c3n2C[C@@H]2[C@@H]3N2C)C1=O (stereo partly drawn)
    0.025µM*	.	0.1µM*

(further entries)
Results follow in this order: DT40 TDP1 no CPT	KAT2A inh	TDP1 cell CPT
- CN1CCCC(C(O)(c2ccccc2)c2ccccc2)C1 (stereo not drawn)
    -24%	-1%	-3%
- O=C(C1CC(=O)N(c2ccc(F)c(Cl)c2)C1)N1CCC2(CC1)OCCO2 (stereo not drawn)
    -29%	?	?
- COCCOCCO
    -12%[92.5 µM]	.	-3%[92.5 µM]
- CCc1nc2c(OCc3ccc(C(F)(F)F)cc3)cccn2c1N(C)C(=O)C(C)C
    26µM*	.	?
- Cc1nc(CCl)cc(=O)[nH]1
    -11%	-2%	-29%
- CC1=Nc2cc(C(=O)N3CCC4(CC3)OCCO4)ccc2Sc2ccc(Cl)cc21
    ?	-6%	?
- Cc1nc(-c2ccc(-c3ccc(C(=O)N4CCc5cc6c(cc54)C4(CCN(C)CC4)CO6)cc3)c(C)c2)no1
    6µM*	.	7.5µM*
- CCN1CCN(c2nc([N+](=O)[O-])nn2C)CC1
    -36%	-11%	1%
- CC(C)c1ccc(-n2c(O)c(/C=N/NC(=O)c3ccccc3O)c(=O)[nH]c2=S)cc1
    7%	-22%	0%
- Cc1ccc(C(C)(C)NC(=O)C2CCC(=O)N(C3CCCCCC3)C2)cc1 (stereo not drawn)
    -10%	-2%	?
- CCC(=NCC1CCCO1)c1c(O)n(Cc2ccccc2)c(=O)[nH]c1=O (stereo not drawn)
    ?	-1%	-9%
- Cc1ccsc1C(=O)C1CCCN(Cc2cnn(C(C)C)c2)C1 (stereo not drawn)
    ?	-4%	-4%
- O=c1[nH]c(=O)n(CCc2ccccc2)c(O)c1/C=N/N1CCOCC1
    -2%	-18%	16%
- c1cnc(N2CCC3(CCNCC3)CC2)nc1
    23µM*	-4%	?
- ClCCN(CCCl)c1ccc(C=Nc2ccc(/C=C/c3ccncc3)cc2)cc1
    13µM*	.	13µM*

Shown as tab-separated lines: entries from further up
structure	DT40 TDP1 no CPT	KAT2A inh	TDP1 cell CPT
CCN1CCN(c2nc([N+](=O)[O-])nn2C)CC1	-36%	-11%	1%
CC(C)c1ccc(-n2c(O)c(/C=N/NC(=O)c3ccccc3O)c(=O)[nH]c2=S)cc1	7%	-22%	0%
Cc1ccc(C(C)(C)NC(=O)C2CCC(=O)N(C3CCCCCC3)C2)cc1 (stereo not drawn)	-10%	-2%	?

More records:
Results follow in this order: DT40 TDP1 no CPT	KAT2A inh	TDP1 cell CPT
- COc1ccc(Cl)cc1C(=O)C1CCCN(CCO)C1 (stereo not drawn)
    -10%	-15%	-11%
- CNC(C)C(O)c1ccccc1 (stereo not drawn)
    -12%	-4%	-11%
- CCCN(CCC)c1c([N+](=O)[O-])cc(S(N)(=O)=O)cc1[N+](=O)[O-]
    31µM*	-9%	?
- O=C1NC(=O)N(Cc2ccco2)C(=O)/C1=C/c1ccc(-c2cccc([N+](=O)[O-])c2)o1
    ?	20µM*	18µM*
- O=[N+]([O-])c1cccc(CN2CCN(Cc3ccc(Cl)cc3)CC2)c1
    16µM*	-13%	?
- COC[C@H]1OC(=O)c2coc3c2[C@@]1(C)C1=C(C3=O)C2CCC(=O)[C@@]2(C)C[C@H]1OC(C)=O (stereo partly drawn)
    0.63µM*	-7%&-17%&7%	1µM*
- COc1ccc(C2SCC(=O)Nc3c2c(C)nn3-c2ccccc2)cc1 (stereo not drawn)
    ?	-4%	-24%
- Cn1cc(/C=C/c2nc3ccccc3c(=O)n2-c2ccccc2)c2ccccc21
    8.2µM*	0%	10µM*
- O=C(Cn1c(=O)n(CC2CCC(C(=O)NCCc3ccccc3)CC2)c(=O)c2ccccc21)Nc1cccc(F)c1 (stereo not drawn)
    ?	-4%	?
- Fc1ccc(-c2nc3c(-c4ccc(F)cc4)cnn3cc2CCN2CCOCC2)cc1
    ?	0%	-18%
- COc1ccc(-n2c(/C=C/c3ccc4c(c3)OCO4)nc3ccccc3c2=O)cc1
    15µM*	-15%	26µM*
- CCN1CCN(C(=O)COc2cc(=O)n(CC)c3ccccc23)CC1
    1%	0%	1%
- CC(O)C(C)OC(=O)[C@@H]1C[C@@H]2c3cccc4c3c(cn4C(C)C)C[C@H]2N(C)C1 (stereo partly drawn)
    ?	?	?
- O=c1c2ccccc2nc(SCC2CCCCO2)n1-c1ccccc1 (stereo not drawn)
    ?	-2%	?
- COc1ccc(-n2c(/C=C\c3ccccc3F)nc3ccccc3c2=O)cc1OC
    16µM*	2%	23µM*
- O=C(c1ccc(-c2ccccc2)c(F)c1)C1CCCN(CCO)C1 (stereo not drawn)
    ?	3%	?
- O=C(Cc1ccccc1)N1CCN(Cc2ccccn2)CC1
    -24%	-3%	-26%
- Cc1cccc(C)c1NC(=O)CN1CCCC1=O
    -8%	3%	-2%
- Cc1ccc(Cn2cccc(C(=O)Nc3nnc(C)s3)c2=O)cc1
    -22%	-4%	-23%
- O=C(c1cc(F)ccc1F)C1CCCN(CCCc2ccccc2)C1 (stereo not drawn)
    ?	-6%	?
- O=C1NC(=O)N(c2ccc3c(c2)OCO3)C(=O)/C1=C/c1ccsc1
    -23%	4%	-29%
- COC(=O)C1=C(c2ccccc2OCc2ccccc2)C[C@@H]2CC[C@H]1N2C(=O)NCc1ccc(C(F)(F)F)cc1
    ?	-5%	?
- COc1ccc2c(c1)CC[C@@H]1[C@@H]2CC[C@]2(C)[C@@H](NCCCCCCN3C(=O)C=CC3=O)CC[C@@H]12
    22µM*	-7%	?
- CCCOC(=O)c1c(C)oc2c1cc(NS(=O)(=O)c1ccc(OCC)cc1)c1ccccc12
    1µM*	-1%	1.5µM*
- Cc1ccc(-c2nc3ccccc3c(=O)n2-c2cccc(C)n2)cc1
    ?	-7%	-18%
- CC1=CC(=C2C(=O)NC(=O)NC2=O)C=C(C(F)(F)F)N1C(C)C
    2%	-15%	-1%
- S=C(NCCc1ccccc1)N1Cc2ccc(Br)cc2-n2nncc2C1
    ?	.	?
- C[C@@H]([C@H](O)c1ccccc1)N(C)C
    -10%	.	2%
- COc1ccc(-c2ccc3c(c2)CN(C(=S)NCCc2ccccc2)Cc2cnnn2-3)cc1
    ?	.	?
- c1ccc(CC2CCCCN2)cc1 (stereo not drawn)
    4%	-2%	12%
- COc1ccc(-n2nnnc2C(CCSC)N2CCC(n3c(=O)[nH]c4ccccc43)CC2)cc1 (stereo not drawn)
    21µM*	.	?
- CCC(=NCCc1ccccc1)c1c(O)n(C2CCCCC2)c(=O)[nH]c1=O
    ?	-5%	?
- CCCCCCn1c(O)c(C=Nc2c(C)n(C)n(-c3ccccc3)c2=O)c(=O)[nH]c1=O
    -25%	0%	1%
- CCCCCCC(=O)c1c(O)n(-c2ccc(OC)cc2)c(=O)[nH]c1=O (tested in a mixture with another compound)
    26µM*	-1%	-29%
- CC[C@H]1CC2CN3CCc4c([nH]c5ccccc45)C(C(=O)OC)(C2)C13 (stereo partly drawn)
    ?	.	?
- COC(=O)N(c1ccccc1)P1(=S)OCCO1
    ?	-20%	?
- c1cncc(CNCCc2c[nH]c3ccccc23)c1
    -6%	-3%	-22%
- CCCCc1ccc(NC(=O)c2ccc3c(c2)CCN3S(=O)(=O)CC)cc1
    3.7µM*	1%	7.3µM*
- CCc1ccc(CNCCc2ccc(F)cc2)cc1
    ?	2%	?
- O=C(COC(=O)c1cccc(O)c1)Nc1ccc(Cl)cc1C(=O)c1ccccc1
    ?	-17%	?
- O=C1NC(=S)SC1=Cc1ccc(N(CCCl)CCCl)cc1
    16µM*	.	13µM*
- CC(C)CC12CN3CCN(CC(C3)/C1=N/O)C2
    12%	3%	-14%
- Clc1ccccc1Nc1ncnc(-n2cccc2)n1
    -14%	-3%	-18%

Compounds from the list above that contain bromine, in the order listed:
Results follow in this order: DT40 TDP1 no CPT	KAT2A inh	TDP1 cell CPT
- COP(=O)(OC)C1(O)C(=O)Nc2ccc(Br)cc21 (stereo not drawn)
    ?	3%	16µM*
- CCOC(=O)c1c(C)n(CC(O)CN2CCOCC2)c2cc(Br)c(OC)cc12 (stereo not drawn)
    ?	-16%	15%
- S=C(NCCc1ccccc1)N1Cc2ccc(Br)cc2-n2nncc2C1
    ?	.	?
